# Screens: PubChem BioAssay, The Scripps Research Institute Molecular Screening Center
# PAD4 inh: blocks human protein arginine deiminase 4; AID 485272; recombinant PAD4, RCA probe fluorescence polarization; inhibition, % at 6.36 µM; hit rate 0.41% among 330,000;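 active means percent inhibition above a cutoff equal to the mean of all tested compounds plus 3 SD, cut at about 15% in these data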;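 further: 0% = PAD4 with RCA probe and DMSO and 100% = probe without PAD4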
# Target sequence (Q9UM07 whole entry, looked up): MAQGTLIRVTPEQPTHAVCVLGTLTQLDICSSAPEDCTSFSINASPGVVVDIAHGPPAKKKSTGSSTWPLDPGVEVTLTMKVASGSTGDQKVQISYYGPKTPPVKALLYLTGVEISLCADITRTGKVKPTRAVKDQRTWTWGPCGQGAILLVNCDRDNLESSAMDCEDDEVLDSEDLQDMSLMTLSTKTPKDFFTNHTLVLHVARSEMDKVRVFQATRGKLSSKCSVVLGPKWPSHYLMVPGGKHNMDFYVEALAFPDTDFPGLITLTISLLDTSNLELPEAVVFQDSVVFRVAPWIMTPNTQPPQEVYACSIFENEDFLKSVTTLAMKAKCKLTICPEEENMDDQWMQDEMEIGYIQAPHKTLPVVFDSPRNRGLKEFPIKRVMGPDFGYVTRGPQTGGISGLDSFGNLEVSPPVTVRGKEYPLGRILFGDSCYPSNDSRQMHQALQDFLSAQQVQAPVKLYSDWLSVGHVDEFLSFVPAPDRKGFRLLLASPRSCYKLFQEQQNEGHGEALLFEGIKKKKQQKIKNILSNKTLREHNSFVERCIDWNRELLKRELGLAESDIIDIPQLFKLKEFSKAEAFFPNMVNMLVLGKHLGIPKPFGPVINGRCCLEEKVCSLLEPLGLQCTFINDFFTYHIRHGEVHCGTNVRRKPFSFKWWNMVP
# * marks the source's active call; other numbers are inactive results. These rows are one share of the data; the hit share may differ from the screen's.
item | Structure | PAD4 inh
1 | O=C(C[C@H]1C[C@H](C(=O)N2CCOCC2)[C@@]2(CCC3CCCC3)c3[nH]c4ccc(Cl)cc4c3CCN2C1=O)NCCN1CCOCC1 | 7
2 | CC(C)[C@H]1COCCS(=O)(=O)N1Cc1ccccc1-c1ccccc1 | 5
3 | CCOC(=O)C1=CNS(=O)(=O)NC1c1ccccc1 (stereo not given) | -5
4 | CCOC(=O)C1=C(C)N(C[C@@H]2CC[C@@H](Cc3ccc(-c4ccccc4)cc3)O2)C(=O)NC1c1ccc(Cl)cc1 (stereo not given in full) | -5
5 | COC(=O)[C@@]1(C)[C@H]2C(=O)N(Cc3ccccc3)C(=O)[C@H]2[C@H]2CN=C(SCC(=O)c3ccccc3)N21 | 9
6 | CC(C)[C@@H](CO)NS(=O)(=O)c1ccc(Br)cc1F | -2
7 | C[C@@H]1CC=C[C@@H]2[C@H]1C(=O)N(Cc1ccccc1)[C@H]2c1ccccc1Br | 5
8 | Cc1ccc(S(=O)(=O)N2C[C@@H]3CCCC[C@@H]3[C@@H](C)[C@H]2CC(=O)c2ccccc2)cc1 | -3
9 | Nc1ncnc2c1ncn2[C@@H]1O[C@H](CNC(=O)[C@@H]2CCC(=O)N2)[C@@H](O)[C@H]1O | 3
10 | COc1ccc(-c2noc(CCC(=O)N3CCN(c4ccccc4C)CC3)n2)cc1 | -3
11 | CCN(CC)C(=O)[C@H]1CC(CC(=O)NCCc2ccccn2)C(=O)N2CCc3c([nH]c4ccc(OC)cc34)[C@]12C (stereo not given in full) | -1
12 | CCCN=C1N(CC)C[C@@H]2[C@@H]3C(=O)N(Cc4ccccc4)C(=O)[C@@H]3[C@](C)(C(=O)OC)N12 | -1
13 | CCN(CC)C(=O)[C@H]1C[C@H](CC(=O)NCCCOC)C(=O)N2CCc3c([nH]c4cc(CCC(=O)N(C)C)ccc34)[C@]12C | 6
14 | COCCCNC(=O)Cn1cnc(C(=O)Nc2ccc(C)c(C)c2)n1 | -7
15 | C[C@@H]1[C@H]2[C@@H]3CC[C@@H](C3)[C@H]2CN[C@H]1c1cn(Cc2ccccc2)c2ccccc12 | 3
16 | COC(=O)c1ccc(CNC(=O)Cn2cnc3c(NCc4ccccc4)ncnc32)cc1 | -1
17 | COc1cc(C2CC(=O)Oc3cc(C)c(Br)c(C)c32)cc(OC)c1OC (stereo not given) | -2
18 | CCCN1C(C)C(C(=O)OCC)=CN(Cc2cccc(I)c2)S1(=O)=O (stereo not given) | 0
19 | CCOC(=O)C1=CN(CC)S(=O)(=O)NC1CC (stereo not given) | -8
20 | COC(=O)[C@@]1(C)[C@H]2C(=O)N(C)C(=O)[C@H]2[C@H]2CN=C(SC)N21 | -4
21 | COc1ccccc1C1CC(=O)Oc2cc(OC)c(OC)c(OC)c21 (stereo not given) | 0
22 | CC[C@]12c3[nH]c4cc(-c5ccco5)ccc4c3CCN1C(=O)[C@@H](CC(=O)NCc1ccc(OC)c(OC)c1)C[C@@H]2C(=O)N1CCN(C(=O)C2CC2)CC1 | 0
23 | CC(C)=CCC/C(C)=C/CNC(=O)C[C@H]1C[C@H](C(=O)N(C(C)C)C(C)C)[C@@]2(C)c3[nH]c4ccc(Cl)cc4c3CCN2C1=O | 0
24 | CCCCN([C@H](CO)C(C)C)S(=O)(=O)c1ccccc1Br | 4
25 | CCOC(=O)C1=C(C)N(C[C@@H]2CC[C@@H](Cc3ccc(-c4ccccc4)cc3)O2)C(=O)NC1c1ccc(-c2ccccc2)cc1 (stereo not given in full) | 4
26 | C[C@]12c3[nH]c4cc(-c5ccco5)ccc4c3CCN1C(=O)[C@@H](CC(=O)NCCN1CCOCC1)C[C@@H]2C(=O)N1CCOCC1 | -2
27 | CCOC(=O)C1Oc2ccccc2C(c2ccc(OC)cc2)=C1C(=O)OC (stereo not given) | 1
28 | CCOC(=O)C1=CN(Cc2cccc(-c3ccc4c(c3)OCO4)c2)S(=O)(=O)N(C)C1C (stereo not given) | 0
29 | COc1ccc(C2/C=C\CC(NC(=O)OCC3c4ccccc4-c4ccccc43)CC(=O)N2Cc2ccccc2F)cc1 (stereo not given) | 2
30 | CC[C@]1(C(=O)OC)[C@H]2C(=O)N(C)C(=O)[C@H]2[C@H]2CN(C)C(=NC3CCCCC3)N21 | 8
31 | C[C@@H]1C(c2ccccc2)=NN(c2ccc(Br)cc2)[C@H]1C(=O)N1CCOC1=O | 3
32 | COc1ccc2[nH]c3c(c2c1)CCN1C(=O)C(CC(=O)NCCCN(C)C)C[C@H](C(=O)N2CCCCC2)[C@@]31C (stereo not given in full) | 5
33 | CN(C)C(=O)CCc1ccc2c3c([nH]c2c1)[C@]1(C)[C@@H](C(=O)N2CCOCC2)C[C@H](CC(=O)NCCC2=CCCCC2)C(=O)N1CC3 | 0
34 | CN[C@@H](C)C(=O)NC[C@H]1O[C@@H](n2cnc3c(N)ncnc32)[C@H](O)[C@@H]1O | 3
35 | CC[C@]12c3[nH]c4ccc(OC)cc4c3CCN1C(=O)C(CC(=O)NCCC1=CCCCC1)C[C@@H]2C(=O)N1CCN(C(=O)C2CC2)CC1 (stereo not given in full) | 1
36 | Cc1ccc(S(=O)(=O)N2C[C@@H]3[C@H]4CC[C@H](C4)[C@@H]3[C@@H](C)[C@H]2c2ccco2)cc1 | 4
37 | Cc1cc2c(c(C)c1Br)C(c1ccc3c(c1)OCO3)CC(=O)O2 (stereo not given) | -3
38 | CC[C@]12c3[nH]c4cc(-c5ccco5)ccc4c3CCN1C(=O)[C@@H](CC(=O)NCCCn1ccnc1)C[C@@H]2C(=O)N1CCN(C(=O)c2ccco2)CC1 | 3
39 | CN(C)C(=O)CCc1ccc2c3c([nH]c2c1)[C@]1(CCC2CCCC2)[C@@H](C(=O)N2CCOCC2)C[C@H](CC(=O)NCCCn2ccnc2)C(=O)N1CC3 | 1
40 | C[C@]12c3[nH]c4ccc(Cl)cc4c3CCN1C(=O)[C@@H](CC(=O)NCc1cccc(C(F)(F)F)c1)C[C@@H]2C(=O)N1CCCCC1 | -3
41 | Cc1cccc(C2=NN(c3ccccc3)[C@@H](C(=O)N3CCOC3=O)[C@@H]2c2ccc([N+](=O)[O-])cc2)c1 | 4
42 | O=C(C[C@H]1C[C@H](C(=O)N2CCOCC2)[C@@]2(CCC3CCCC3)c3[nH]c4cc(-c5ccco5)ccc4c3CCN2C1=O)NCc1cccc(C(F)(F)F)c1 | 4
43 | COc1ccc(CNC(=O)Cn2cnc3c(NCc4ccccc4)ncnc32)cc1 | -2
44 | Cc1ccc(CNC(=O)Cn2cnc3c(NCc4ccccc4)ncnc32)o1 | -3
45 | CC[C@]12c3[nH]c4cc(CCC(=O)N(C)C)ccc4c3CCN1C(=O)[C@@H](CC(=O)NC(C)(C)C)C[C@@H]2C(=O)N1CCN(C(=O)c2ccco2)CC1 | -1
46 | COc1ccc(-c2cccc([C@H]3[C@@H]4C=CC[C@@H](C)[C@@H]4C(=O)N3Cc3ccccc3)c2)cc1 | 2
47 | CC[C@]12c3[nH]c4ccc(Cl)cc4c3CCN1C(=O)[C@@H](CC(=O)NCCCn1ccnc1)C[C@@H]2C(=O)N1CCN(C(=O)C2CC2)CC1 | -3
48 | C=CCOC1=CS(=O)(=O)N(Cc2ccc(Br)cc2)c2ccc(Br)cc21 | 0
49 | CCOC(=O)C1Oc2ccccc2C(c2ccc(F)cc2)=C1C(=O)OC (stereo not given) | -2
50 | CCN1C[C@@H]2[C@@H]3C(=O)N(Cc4ccccc4)C(=O)[C@@H]3[C@](Cc3ccccc3)(C(=O)OC)N2C1=NC1CCCCC1 | 3

# The listing continues.
item | Structure | PAD4 inh
51 | O=C1OCCN1C(=O)[C@H]1[C@H](c2ccc([N+](=O)[O-])cc2)C(c2ccc(F)cc2)=NN1c1ccc(Br)cc1 | 3
52 | CCN1C(=O)[C@H]2[C@H]3CN=C(SCC(=O)c4ccccc4)N3[C@@](CC)(C(=O)OC)[C@H]2C1=O | 5
53 | COc1cc(OC)c2c(-c3cccc(-c4cccc(N)c4)c3)cc(=O)oc2c1 | -4
54 | O=C1N[C@H]2CC=C[C@H]2Nc2ccccc21 | 5
55 | COc1ccc(C2CC(=O)Oc3cc(C)cc(C)c32)cc1 (stereo not given) | 2
56 | COC(=O)[C@H](CC(C)C)NC(=O)Cn1cnc(C(=O)Nc2ccc(C)c(C)c2)n1 | -2
57 | N#Cc1ccc(S(=O)(=O)NC[C@H]2O[C@@H](n3cnc4c(N)ncnc43)[C@H](O)[C@@H]2O)cc1 | 0
58 | CCOC(=O)C1=C(C)N(C[C@@H]2CC[C@@H](Cc3ccc(-c4ccccc4)cc3)O2)C(=O)NC1c1cccc2ccccc12 (stereo not given in full) | -15
59 | C[C@H]1NS(=O)(=O)c2ccc(Br)cc2O[C@H]1c1ccccc1 | 0
60 | COc1cc2oc(=O)cc(-c3ccc(-c4ccc(O)cc4)cc3)c2c(OC)c1OC | 3

# Twelve of the compounds above, with the structure last.
nr	PAD4 inh	Molecule
46	2	COc1ccc(-c2cccc([C@H]3[C@@H]4C=CC[C@@H](C)[C@@H]4C(=O)N3Cc3ccccc3)c2)cc1
47	-3	CC[C@]12c3[nH]c4ccc(Cl)cc4c3CCN1C(=O)[C@@H](CC(=O)NCCCn1ccnc1)C[C@@H]2C(=O)N1CCN(C(=O)C2CC2)CC1
48	0	C=CCOC1=CS(=O)(=O)N(Cc2ccc(Br)cc2)c2ccc(Br)cc21
49	-2	CCOC(=O)C1Oc2ccccc2C(c2ccc(F)cc2)=C1C(=O)OC (stereo not given)
50	3	CCN1C[C@@H]2[C@@H]3C(=O)N(Cc4ccccc4)C(=O)[C@@H]3[C@](Cc3ccccc3)(C(=O)OC)N2C1=NC1CCCCC1
51	3	O=C1OCCN1C(=O)[C@H]1[C@H](c2ccc([N+](=O)[O-])cc2)C(c2ccc(F)cc2)=NN1c1ccc(Br)cc1
52	5	CCN1C(=O)[C@H]2[C@H]3CN=C(SCC(=O)c4ccccc4)N3[C@@](CC)(C(=O)OC)[C@H]2C1=O
53	-4	COc1cc(OC)c2c(-c3cccc(-c4cccc(N)c4)c3)cc(=O)oc2c1
54	5	O=C1N[C@H]2CC=C[C@H]2Nc2ccccc21
55	2	COc1ccc(C2CC(=O)Oc3cc(C)cc(C)c32)cc1 (stereo not given)
56	-2	COC(=O)[C@H](CC(C)C)NC(=O)Cn1cnc(C(=O)Nc2ccc(C)c(C)c2)n1
57	0	N#Cc1ccc(S(=O)(=O)NC[C@H]2O[C@@H](n3cnc4c(N)ncnc43)[C@H](O)[C@@H]2O)cc1

# (list continues)
item | Structure | PAD4 inh
61 | CC[C@]12c3[nH]c4cc(-c5ccco5)ccc4c3CCN1C(=O)[C@@H](CC(=O)NC/C=C(\C)CCC=C(C)C)C[C@@H]2C(=O)N1CCN(C(=O)c2ccco2)CC1 | 2
62 | O=C(C[C@H]1C[C@H](C(=O)N2CCOCC2)[C@@]2(CCC3CCCC3)c3[nH]c4cc(-c5ccco5)ccc4c3CCN2C1=O)NCC12CC3CC(CC(C3)C1)C2 | 0
63 | COC(=O)[C@@]1(C)[C@H]2C(=O)N(Cc3ccccc3)C(=O)[C@H]2[C@H]2CN=C(SCC3CC3)N21 | 6
64 | O=C1c2ccccc2[C@@H]2C[C@@H](O)[C@H](Nc3ccccc3Cl)CCN12 | 4
65 | COc1ccc2[nH]c3c(c2c1)CCN1C(=O)C(CC(=O)NCC24CC5CC(CC(C5)C2)C4)C[C@H](C(=O)N2CCCCC2)[C@@]31C (stereo not given in full) | 1
66 | CC[C@]1(C(=O)OC)[C@H]2C(=O)N(Cc3ccccc3)C(=O)[C@H]2[C@H]2CN=C(SCC(=O)c3ccccc3)N21 | 5
67 | CCC(NC(=O)CC[C@H]1O[C@@H](n2cc(C)c(=O)[nH]c2=O)C[C@@H]1O)c1ccccc1 (stereo not given in full) | 4
68 | C[C@]12CC[C@H](O)C[C@@H]1CC[C@@H]1[C@@H]2CC[C@@]2(C)[C@H]1CCC(=O)[C@]21CCCO1 | -1
69 | CCOC(=O)CC[C@H](NC(=O)Cn1cnc(C(=O)Nc2ccc(C)c(C)c2)n1)C(=O)OCC | -2
70 | COc1ccc(C2CC(=O)Oc3cc4c(cc32)OCO4)cc1 (stereo not given) | -2
71 | Cc1ccc(C(=O)NC(Cc2cccc(C(F)(F)F)c2)C(=O)O)cc1 (stereo not given) | -6
72 | CCOC(=O)C1=C(C)N(C[C@@H]2CC[C@@H](Cc3ccc4cc(OC)ccc4c3)O2)C(=O)NC1c1ccc(OC)cc1 (stereo not given in full) | 1
73 | CC[C@H]1C(c2ccc(F)cc2)=NN(c2ccccc2)[C@@H]1CO | -1
74 | CC[C@]12c3[nH]c4cc(CCC(=O)N(C)C)ccc4c3CCN1C(=O)[C@@H](CC(=O)NCc1ccco1)C[C@@H]2C(=O)N1CCN(C(=O)c2ccco2)CC1 | -1
75 | O=C(N[C@H]1C/C=C\C(c2cccc(F)c2)N(Cc2ccccc2)C(=O)C1)OCC1c2ccccc2-c2ccccc21 (stereo not given in full) | 5
76 | COC(=O)/C=C/c1cccc([C@H]2[C@@H]3C=CC[C@@H](C)[C@@H]3C(=O)N2Cc2ccccc2)c1 | 0
77 | COc1ccc(-c2c(C)cc3oc(=O)cc(-c4ccccc4)c3c2C)cc1 | 3
78 | COc1cc2oc(=O)cc(-c3ccc(-c4ccc(F)c(Cl)c4)cc3)c2c(OC)c1OC | 2
79 | C=CCC1CCCC(=O)N2CCCC12 (stereo not given) | 0
80 | CCN(CC)C(=O)[C@H]1C[C@H](CC(=O)NCCC2=CCCCC2)C(=O)N2CCc3c([nH]c4cc(CCC(=O)N(C)C)ccc34)[C@]12C | -5
81 | C[C@@H]1CC=C[C@@H]2[C@H]1C(=O)N(Cc1ccccc1)[C@H]2c1cccc(C#Cc2ccccc2)c1 | -1
82 | CN(Cc1ccccc1)S(=O)(=O)c1ccccc1Br | 2
83 | CC(C)=CCC/C(C)=C/CNC(=O)C[C@H]1C[C@H](C(=O)N2CCCCC2)[C@@]2(CCc3ccccc3)c3[nH]c4ccc(Cl)cc4c3CCN2C1=O | 3
84 | O=C(Cn1cnc2c(NCc3ccccc3)ncnc21)NCCCN1CCCC1=O | -43
85 | CCOC(=O)C1=CN(Cc2ccco2)S(=O)(=O)N(CC)C1c1ccccc1 (stereo not given) | -1
86 | CC[C@]12c3[nH]c4cc(-c5ccco5)ccc4c3CCN1C(=O)[C@@H](CC(=O)NCCCOC)C[C@@H]2C(=O)N1CCN(C(=O)C2CC2)CC1 | -4
87 | CCOC(=O)C1Oc2ccccc2C(C(=O)OC)=C1C(=O)OC (stereo not given) | -1
